# TTR transcr act – TTR transcription activators in neuroblastoma reporter cells, primary screen, cell-based, luminescence, SH-SY5Y, TTR promoter Gaussia luciferase; 100% = recombinant luciferase protein wells; activation, % at 16.7 µM; actives 1.3% (n = 92,000);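 active = activation above the mean of all tested compounds plus 3 SD, cut at about 9.5% in these data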;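 note: cells exposed to compounds for one day before reading; 0% = median of all test compound wells on the plate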
# Starred values were filed as active, the others as inactive. Some of the compounds tested; count on the stated rates, not on these rows.
TTR transcr act	molecule
2.1	Cc1ccc(C(=O)c2ccccc2C(=O)OCC(=O)NC(C)(C)C)cc1
3.1	N#Cc1ccccc1NC(=O)CC1CCCCC1
-0.6	O=C(c1csc2c1CCCC2)n1cccn1
-7.3	C[C@@H](NC(=O)OC(C)(C)C)c1nnc(S(=O)(=O)Cc2ccccc2)o1
-1.6	C[C@H](NC(=O)c1nc[nH]c1C(=O)NCC(=O)OCc1ccccc1)c1ccccc1
2.1	Cc1ccccc1N1CCN(C2CCCN(C(=O)c3snnc3C)C2)CC1 (stereo not given)
2.2	CCC1COCCS(=O)(=O)N1Cc1cccc(C(F)(F)F)c1 (stereo not given)
-1.6	O=C1[C@H]2[C@@H](C(=O)N1c1cc(Cl)cc(Cl)c1)[C@]1(C(=O)Nc3ccccc31)N1CCC[C@@H]21
3.4	CCOC(=O)NN1C(=O)c2ccccc2NC1c1ccc(N(C)C)cc1 (stereo not given)
0.3	O=S(=O)(c1ccc(F)cc1)N1CCCN(c2nccc(C(F)(F)F)n2)CC1
-1.2	Cn1cccc1/C=N/n1c(-c2ccc(C(C)(C)C)cc2)n[nH]c1=S
2.2	CCCCCc1c(-c2cccc(Cl)c2)ncn1CCc1ccccc1OC
-3.0	N#Cc1c(N2CCOCC2)nc(-c2ccco2)c2c1CCCC2
-0.5	Cc1ccc(S(=O)(=O)N2CCN(C(=O)COC(=O)COc3ccc(Cl)cc3)CC2)c(C)c1
3.3	O=C(Nc1cccc(Cl)c1)ON=C1c2ccccc2-c2ccccc21
-0.8	Cc1cccc(C)c1NC(=O)C[N+](C)(C)CC(O)COc1cccc2ccccc12 (stereo not given)
-2.7	Oc1ccccc1-c1cc(-c2ccco2)[nH]n1
2.3	COc1cc(-c2cc(=O)c3ccccc3o2)ccc1O
-4.3	O=C(CSc1nnc(-c2ccncc2)o1)Nc1ccccc1Cl
-0.1	Cc1ccc(CNC(=O)C(CC(C)C)OC(=O)c2ccco2)cc1 (stereo not given)
0.5	COc1ccc(Nc2nnc(SCC(=O)N3CC(=O)Nc4ccccc43)s2)cc1
-1.3	Cc1cc(C2=NNC(=NC3CC3)SC2)c(C)n1-c1ccccc1F
0.0	C=C(C)Cn1c(CCCNC(=O)C(C)(C)C)nc2ccccc21
1.0	CSC1=NCCN1C(=O)c1ccc(C)cc1
-0.3	CC(C)(C)OC(=O)N(Cc1ccccc1)Cc1ccccc1OCc1cccc(NC(=O)C2CC2)c1
0.9	CN(C)CCN(C)C1CN(CCc2ccccc2)S(=O)(=O)C1 (stereo not given)
0.3	O=C(CSc1nnc(C2CC2)n1C1CC1)c1ccc(F)cc1
1.0	CCc1ccc(NC(=O)CO/N=C(\C)c2cc3ccccc3o2)cc1
-0.9	COc1ccc(OC)c(NC(=S)NCc2cccs2)c1
1.4	CCN1CCN(CC(=O)Nc2ccc3c(c2)OCO3)C(=O)C1=O

# Ordered by value in TTR transcr act (low to high): some entries from above
TTR transcr act	molecule
-7.3	C[C@@H](NC(=O)OC(C)(C)C)c1nnc(S(=O)(=O)Cc2ccccc2)o1
-3.0	N#Cc1c(N2CCOCC2)nc(-c2ccco2)c2c1CCCC2
-1.6	C[C@H](NC(=O)c1nc[nH]c1C(=O)NCC(=O)OCc1ccccc1)c1ccccc1
-0.9	COc1ccc(OC)c(NC(=S)NCc2cccs2)c1
-0.3	CC(C)(C)OC(=O)N(Cc1ccccc1)Cc1ccccc1OCc1cccc(NC(=O)C2CC2)c1
3.1	N#Cc1ccccc1NC(=O)CC1CCCCC1

# Other records.
TTR transcr act	molecule
0.9	CCCCNCc1cc(OC)c(OCC(N)=O)cc1Br
1.8	O=C(O)CCCNC(=O)Nc1ccccc1
0.8	COc1cc(CNC(C)(C)CO)cc(Br)c1OCc1ccc(Cl)cc1Cl
2.0	Cc1c(Cl)cccc1NC(=S)N1CCc2ccccc2C1
9.9*	CC(=O)OCC(=O)Nc1c(C)cc(C)cc1C
1.4	Cc1ccc(-c2cn(CCC(=O)O)c(-c3ccc(Cl)nc3)n2)cc1
-0.7	CCC(c1nnnn1Cc1ccccc1)N1CCN(C(=O)c2ccco2)CC1 (stereo not given)
1.8	Cc1nn(CCc2n[nH]c(=S)n2-c2ccc(F)cc2)c(C)c1[N+](=O)[O-]
0.6	CCS(=O)(=O)Nc1cccc(C2=NN(S(=O)(=O)CC)C(c3cccs3)C2)c1 (stereo not given)
-2.1	CCOc1cc(/C=N/NC(=O)c2cc(C)n(-c3ccc(F)cc3)c2C)ccc1O
-0.3	O=C(Nc1cccc2ccccc12)N1N=CCC1c1ccccc1 (stereo not given)
-1.0	CCCCN(C(=O)COC(=O)c1ccccc1)c1c(N)n(CCC)c(=O)[nH]c1=O
-0.3	O=C(Nc1ccccc1)c1cc(-n2cnnc2)ccc1Cl
1.4	COc1ccc(CCNS(=O)(=O)c2ccc3c(c2)NC(=O)CO3)cc1OC
0.4	CC(C)(C)NC(=S)N1CCC2CC1c1cc(-c3ccc4c(c3)OCO4)ccc12 (stereo not given)
1.9	CC(CCl)n1c(=O)c2ccccc2n1C(=O)c1ccccc1 (stereo not given)
1.2	CCCCC(=O)NNC(=S)NC(=O)c1ccc([N+](=O)[O-])cc1
0.2	CCC(C)NC(=O)CO/N=C/c1ccccc1OC(F)F (stereo not given)
-1.6	Cc1cccc(-n2nnc3c(=O)n(Cc4ccccn4)cnc32)c1
1.2	NNC(=O)Cc1cccc2ccc(Cl)cc12
1.7	S=C(Nc1ccccc1)Nc1cccc(Br)c1
-1.9	O=c1oc(-c2cccc(C(F)(F)F)c2)nn1-c1ccc(C(F)(F)F)cn1
-0.2	COc1ccc(-c2nc3c(C)cc(Br)cn3c2Cc2cccc(F)c2)cc1OC
-5.8	Cc1cc(C)c2nc(SCC(=O)N3CC(=O)Nc4ccccc43)c(C#N)cc2c1
2.8	CCOC(=O)C1CCCN(c2cc(NCCCO)c([N+](=O)[O-])c3nonc23)C1 (stereo not given)
-0.7	CCn1c(CSCc2ccc(Cl)cc2)n[nH]c1=S
1.1	Nc1nc(C23CC4CC(CC(C4)C2)C3)[nH]c(=O)n1
1.0	Cc1ccc(/C=N/n2c(-c3ccncc3)n[nH]c2=S)cc1
2.8	COc1ccc(Nc2ccc(N3C(=O)CC(C)C3=O)cc2[N+](=O)[O-])cn1 (stereo not given)
-1.9	COC(=O)Cc1c(C)nc2nc(NCc3ccccc3OC)[nH]n2c1=O
-0.8	CCc1ccc(-n2c(=O)c3ccccc3n(CC(=O)NCc3ccco3)c2=O)cc1
1.4	Clc1ccccc1NN(Cc1ccccn1)c1ccccc1Cl
-0.9	CC(C)(C)c1cnnn1-c1ccc(NC(=O)c2ccc3c(c2)OCO3)cc1
1.0	Cn1nnnc1SCC(=O)Nc1sccc1C(N)=O
1.1	COc1ccc(-c2[nH]ncc2C=O)cc1OC
-1.0	O=S(=O)(c1cccc(C(F)(F)F)c1)N1CCCC1c1cccnc1 (stereo not given)
1.2	CCCC[C@H]1C2CC(OC(=O)Nc3ccccc3OC)C(C2)[C@H]2CCCCN21 (stereo not given in full)
-0.1	Cc1cc(OCC(=O)Nc2ccc(F)c(F)c2)nc(C(C)C)n1
-0.9	Cc1cc(C)c(-n2nnnc2SCC(=O)c2cccs2)c(C)c1
-3.4	CN(C(=O)c1cccc(NC(=O)Cc2ccc(NC(=O)C3CCN(C(=O)c4ccccc4)CC3)cc2)c1)C1CCCC1
-0.2	COC(=O)[C@@]12CCCCC3=C1N(CCC3)C(=O)[C@H]2CC(=O)NCCC(C)C
1.5	COc1ccc2cc3c(N)nn(C(=O)Cc4c[nH]c5ccccc45)c3nc2c1
1.6	Cc1ccccc1C1CCC2(CC1)CCN(CC[C@@H](O)c1ccccc1)C2=O (stereo not given in full)
-2.8	CCOC(=O)[C@H]1[C@H]2COc3ccc(C)cc3[C@@H]2N2C(=O)c3ccc(C)cc3NC(=O)[C@@]12C
-1.5	CN(Cc1ccc(Cl)cc1)C(=O)c1[nH]c(C(F)(F)F)nc1-c1ccccc1
-0.3	S=c1[nH]cc(Oc2ccc(Cl)cc2Cl)c(=S)[nH]1
-0.6	CC(C)(O)[C@@H]1CC(=O)[C@]2(C)[C@H](CC[C@@]3(C)[C@H](c4ccoc4)OC(=O)[C@H]4O[C@]432)[C@@]1(C)/C=C\C(=O)O
0.3	COc1cccc(C(=O)NC(=S)Nc2ccc3c4c(cccc24)CC3)c1
-0.5	CCn1c(/C=C/c2ccc(O)cc2)nc2ccccc2c1=O
-2.0	Cc1nc2ccccn2c1-c1ccnc(=S)[nH]1
1.2	CCN(CC)C(=O)CC(c1cc(OC)c(OC)c(OC)c1)c1c(OC)cc(OC)c2c(-c3ccccc3)cc(=O)oc12 (stereo not given)
-1.7	Cc1nc2ccccc2c(=O)n1/N=C/c1cc(Br)ccc1O
3.5	COc1cc(Br)c(Br)c(Br)c1N
1.4	CCOc1ccccc1NC(=O)CSCC(=O)Nc1ccccc1
-0.5	CCCc1cc(=O)oc2c(CN(CC)CC)c(O)c(Cl)cc12
-1.2	CC1=C(C(=O)N(C(C)C)C(C)C)CC(CC(=O)NCc2cccc3ccccc23)C(=O)N1Cc1ccccc1 (stereo not given)
0.8	Cc1cc(NC(=O)c2cnn3c(C(F)F)cc(C4CC4)nc23)no1
-0.2	COc1ccc(/C=N/NC(=O)CCOc2ccccc2C)cc1OC
-1.8	CN(C)CCCNc1nc2sc3c(c2c(=O)n1CCc1ccccc1)CCCCC3
3.3	COc1cc(-c2nnc(-c3ccncc3)o2)ccc1OCc1ccccc1

# Other records.
TTR transcr act	molecule
1.5	CC(CNC(=O)c1cc(Cl)ccc1[N+](=O)[O-])NC(=O)c1cc(Cl)ccc1[N+](=O)[O-] (stereo not given)
-0.4	CCS(=O)(=O)N1CCC(C(=O)NCCN2CCN(Cc3ccccc3)CC2)CC1
-0.8	Fc1ccc(Oc2ccnc(Cl)n2)c(Cl)c1
-1.2	CC1Cc2ccccc2N1C(=O)Cn1c(=O)oc2cc(S(=O)(=O)N3CCCCC3)ccc21 (stereo not given)
0.1	CCCc1ccc2oc(C(=O)N3CCN(c4cnccn4)CC3)c(C)c2c1
-2.3	O=C(O)CCc1nc(-c2ccc(Cl)cc2)no1
0.0	O=C(Nc1cccc(F)c1)c1coc(=O)c(Br)c1
-1.8	O=C(COc1ccc2c3c(c(=O)oc2c1)CCCC3)NCc1ccccn1
-1.6	Cc1ccc(S(=O)(=O)Nc2cc(=O)[nH]c(SCc3ccccc3Cl)n2)cc1
-2.1	Cn1cc(C(=O)c2ccc(Cl)cc2Cl)cc1C(=O)N/N=C(\N)COc1ccccc1
0.5	Cc1ccc(NC(=O)OCCN2CCN(Cc3ccccc3)CCC2=O)cc1C
-1.6	CN(C)Cc1cn(CC[C@@H]2CC[C@@H](NC(=O)Nc3ccccc3F)[C@@H](CO)O2)nn1
0.3	Cc1nn(C)cc1CN(C)C(=O)CCc1nnc(CCC2CCCCC2)o1
2.6	C[C@H]1CN(CCc2ccccc2)C(=O)[C@@H]1CC(=O)NCc1ccccc1
-1.5	NC(=O)CCn1c2ccccc2c2ccccc21
0.1	Cc1[nH]c2ccccc2c1-c1csc(N)n1
2.7	Cc1ccc(NC(=O)COC(=O)CCNS(=O)(=O)c2c(Cl)cccc2Cl)cc1
-0.4	CC(C)=CCN1CCN(Cc2cnc(-c3ccccc3)s2)CC1CCO (stereo not given)
1.2	CCC(=O)N/C(=N\OCc1ccc(F)cc1)c1nonc1NC(=O)CC
-1.8	O=C(CCc1nnc(Cc2ccc3c(c2)OCO3)o1)NCc1nc2ccccc2s1
1.9	COc1ccc(CN2CCn3nc(C(=O)NC(C)C)cc3C2=O)cc1
-2.6	Cc1ccc2cc(/C=C/C(=O)c3ccco3)c(Cl)nc2c1
-1.8	Cc1onc(-c2ccccc2)c1CNC(=O)CN1C(=O)c2ccccc2C1=O
1.2	C[C@H]1CN([C@@H](C)CO)C(=O)CCCn2cc(nn2)CO[C@@H]1CN(C)C(=O)Nc1ccccc1C(F)(F)F
1.4	Cc1coc2cc3oc(=O)c(CCC(=O)NCCCN4CCCC4=O)c(C)c3cc12
-0.1	COc1ccc(C(c2nnnn2Cc2ccccc2)N2CCN(c3ccccc3)CC2)cc1 (stereo not given)
1.3	Cc1nnc(SCC(=O)NC2CCCC2)n1C(C)C
-0.3	COc1ccc(NC(=O)CCC(=O)c2ccc(F)cc2)cc1
-1.5	O=C(CCS(=O)(=O)c1ccc(Cl)cc1)NC1CCCC1
15*	Cc1ccc([N+](=O)[O-])cc1N=C(c1cccc([N+](=O)[O-])c1)N1CCOCC1
-1.3	CC(C)(C)c1ccc(C(=O)Nc2cccc3ncccc23)cc1
-0.8	CC(=O)Nc1ccc(S(=O)(=O)N2CCN(CCCOc3cc(C)ccc3C)CC2)cc1
3.9	COCCN1C(=O)c2ccccc2C(C(=O)NCC2CCCO2)C1c1c[nH]c2ccccc12 (stereo not given)
3.5	CCC/C=N/Nc1nc2ccccc2s1
-0.6	N#Cc1ccc(N2Cc3ccccc3C2=NC(=O)c2cccs2)cc1
-1.4	O=C(CSc1nnc(C2CC2)n1CC1CCCO1)Nc1cccc(Cl)c1 (stereo not given)
1.2	O=C(NCC1CCN(Cc2ccccc2F)CC1)Nc1ccccc1F
-0.2	Cc1nn(C)c2ncc(C(N)=O)c(Oc3cccnc3)c12
4.0	CC1CCCN(C(=S)SCC(=O)c2cc(Br)cc(Br)c2O)C1 (stereo not given)
0.8	CCCN(Cc1nnc(-c2cccs2)o1)C(=O)c1cc(S(=O)(=O)N2CCOCC2)ccc1C
-1.0	Oc1ccc(Br)cc1-c1nc2cnccn2c1NC1CCCC1

# A draw from above in order of length of the SMILES, smallest number first.
TTR transcr act	molecule
3.5	CCC/C=N/Nc1nc2ccccc2s1
-0.2	Cc1nn(C)c2ncc(C(N)=O)c(Oc3cccnc3)c12
1.2	O=C(NCC1CCN(Cc2ccccc2F)CC1)Nc1ccccc1F
-1.3	CC(C)(C)c1ccc(C(=O)Nc2cccc3ncccc23)cc1
4.0	CC1CCCN(C(=S)SCC(=O)c2cc(Br)cc(Br)c2O)C1 (stereo not given)
-0.8	CC(=O)Nc1ccc(S(=O)(=O)N2CCN(CCCOc3cc(C)ccc3C)CC2)cc1
0.8	CCCN(Cc1nnc(-c2cccs2)o1)C(=O)c1cc(S(=O)(=O)N2CCOCC2)ccc1C
